IDE cell inh = inhibitors of human insulin-degrading enzyme in cells | P14735 | HEK cells, FAbetaB cleavage, fluorescence polarization | inhibition, % at 5.59 µM | 0.41% of 320,000 active | AID 434962;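 active means percent inhibition above the average of all tested compounds plus 3 SD, set per screening campaign, cut at about 16% in these data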;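 further: IDE supplied by intact live HEK cells; FP after avidin binding of uncleaved biotin substrate so inhibition keeps polarization high; 0% = DMSO wells and 100% = 60 µM reference IDE inhibitor Ii1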
SUMO HTRF inh = inhibitors of human SUMOylation (UBC9). HTRF SUMOylation assay, SAE1/SAE2 + UBC9, in vitro. P63279. inhibition, % at 35 µM. 0.36% of 290,000 active. AID 2006; in the data active means inhibition above about 50%, passing the limit was not always enough; inconclusive means no clear call, values can overlap the other calls; further: strong numbers were not always called active
Target sequence (P63279 whole entry, looked up): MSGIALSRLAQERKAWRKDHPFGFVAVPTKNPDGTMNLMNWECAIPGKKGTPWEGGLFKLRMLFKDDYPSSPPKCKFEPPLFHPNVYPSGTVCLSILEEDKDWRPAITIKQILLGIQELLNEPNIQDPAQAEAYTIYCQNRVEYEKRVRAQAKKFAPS
M18AAP inhibitor = PfM18AAP enzyme inhibition; recombinant PfM18AAP, H-Glu-NHMec fluorogenic cleavage; inhibition, % at 7.35 µM; 1.2% of 290,000 active; AID 1822;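 active means inhibition above the campaign mean inhibition over all tested compounds plus 3 SD, cut at about 28% in these data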;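 further: 0% = plate median of test compound wells and 100% = 2 mM ZnCl2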
IDE act = boosts human insulin-degrading enzyme activity in HEK cells; P14735; FAbeta-B cleavage, fluorescence polarization; 0% vehicle, 100% cell-free pure enzyme wells; activation, % at 5.96 µM; 0.073% of 340,000 active; AID 493087;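 active means activation above the mean of all tested compounds plus 3 SD, set per screening campaign, cut at about 17% in these data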
VIM-2 inhibitor = blocks Pseudomonas aeruginosa VIM-2 metallo-beta-lactamase; purified VIM-2, nitrocefin hydrolysis, epi-absorbance fluorescence; inhibition, % at 5.6 µM; 0.89% of 290,000 active;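 active means inhibition above the mean of all tested compounds plus 3 SD, cutoff set per screening run, cut at about 7.5% in these data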;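 further: red hydrolysis product quenches plate fluorescence so inhibitors raise well fluorescence; 0% = enzyme with DMSO and 100% = DMSO without enzyme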
DNA FID counter = counter-screen for HCV NS3 helicase inhibitors: DNA intercalator displacement; DNA fluorescent intercalator displacement, fluorescence; inhibition, % at 7.9 µM; 0.17% of 290,000 active; AID 1845; in the data active means inhibition above about 37%;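 further: 0% = vehicle and 100% = reference compound; higher means more ethidium bromide displaced from hairpin DNA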
pCIP destab = lowers stability of the mouse p/CIP coactivator protein; Q05BA5; decrease of EGFP signal, % at 10 µM; 0.01% of 290,000 active; F442A p/CIP-EGFP cells, EGFP fluorescence, 16 h;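 active means EGFP signal decrease of at least 30% at 10 µM or well 3 SD below plate mean, unless failing retest; inactive means the rest, including hits failing retest or dose response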; further: some compounds called inactive have numbers as strong as hits; many of its hits are not listed in these tables
NS3 helicase inh = blocks Hepatitis C virus NS3 helicase unwinding; AID 1800; 0.56% of 290,000 active; NS3 helicase DNA unwinding, Cy5 molecular beacon fluorescence; inhibition, % at 10.9 µM;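 active means inhibition above the mean of all tested compounds plus 3 SD, set per campaign, cut at about 35% in these data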;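 further: 0% = DMSO wells and 100% = thioflavine S control wells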
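System: Hepatitis C virus NS3 helicase domain fragment enzyme | Reagent: Annealed dual-labelled DNA beacon duplex, ATP-started | Compound dosing: 10.9 µM single point, 0.8% DMSO | Incubation: 1 h reaction at 25 °C, ATP-initiated | Technique: Cy5 fluorescence | Evaluation: Percent inhibition from t60/t0 fluorescence ratio | Benchmarks: Low DMSO, high thioflavine S at 110 µM | Replication: Singlicate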
IMP-1 inh = inhibitors of Pseudomonas aeruginosa IMP-1 metallo-beta-lactamase | purified IMP-1, nitrocefin hydrolysis, epi-absorbance fluorescence | inhibition, % at 5.6 µM | 0.45% of 290,000 active | AID 1556;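 active means inhibition above the mean plus 3 SD of all compounds in the same screening run, cut at about 4.5% in these data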;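 further: 0% = IMP-1 with DMSO and 100% = DMSO wells lacking enzyme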
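Assay system: purified IMP-1; Quantity: IMP-1 0.2 nM before substrate addition; Medium: HEPES buffer pH 7.1 with ZnSO4 and Brij 35; Incubation: 15 min enzyme–compound preincubation, then 25 min nitrocefin reaction, 25 °C; Signal: fluorescence quenching readout, ex 480/em 530 nm; Controls: DMSO with and without IMP-1; Repeats: singlicate testing.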
The depositor's hits bear a star; ? = inconclusive; nt = not tested or not shown. Rows are unselected; any-hit rate near 3.6%.

mol	IDE cell inh	SUMO HTRF inh	M18AAP inhibitor	IDE act	VIM-2 inhibitor	DNA FID counter	pCIP destab	NS3 helicase inh	IMP-1 inh
COc1ccc(-c2ccc3c(N)c(C(=O)c4ccc(OC)c(OC)c4)sc3n2)cc1	7.7	30.7	-32.4	7.2	-2.7	-6.4	-6.1	6.2	-4.4
COc1ccc(-c2c(C)nc3c(-c4ccccn4)cnn3c2N)cc1	nt	-22.6	37.6*	2.4	-2.0	-23.7	-1.7	-3.4	-5.1
CNc1nc(-c2ccccc2)nc(-c2ccc(OC)cc2)c1C#N	-8.2	-7.6	-19.4	4.6	-1.0	-2.6	7.2	2.0	-0.7
Cn1cnnc1Sc1cc(N2CCN(S(=O)(=O)c3ccccc3)CC2)ccc1[N+](=O)[O-]	3.3	-7.6	1.7	-4.0	-1.6	-17.4	-14.4	-1.9	-3.5
Cc1c(C(=O)O)cccc1-n1c(C)cc(/C=N/NC(=O)c2cc3ccccc3o2)c1C	5.6	13.6	10.0	-4.8	-1.5	-19.1	-2.3	16.9	-3.6
CN1CCN(C(=O)c2ccccc2NC(=O)COc2ccccc2Cl)CC1	1.7	2.5	3.7	2.8	-2.1	0.3	-3.6	0.4	-2.1
COc1ccc(Cc2nnc(NC(=O)c3ccccc3F)s2)cc1	nt	4.1	-1.8	2.8	-1.6	-27.9	9.4	-10.4	-2.7
Cn1c(SCC(=O)c2ccc3c(c2)OCO3)nnc1C1COc2ccccc2O1 (stereo unspecified)	8.2	12.5	9.6	-1.3	-3.6	-7.4	-6.0	0.6	-3.5
CC#CC(=O)N1CCCC(Cc2cccc(OC)c2)(C(=O)OCC)C1 (stereo unspecified)	-3.2	-6.9	6.2	3.4	0.0	-32.2	8.7	11.0	0.0
Cc1csc(NC(=O)Nc2ccc(Cl)cc2)n1	3.4	4.2	1.4	-0.8	-2.1	-1.3	-8.3	-10.3	-4.8
COc1cc(/C=C2\SC(=S)N(CCC(=O)N3CCCCC3)C2=O)cc(OC)c1OC	-0.2	11.0	-15.6	-3.0	1.6	-37.3	-11.4	-6.5	0.4
OCCNC(=S)Nc1cccc(Cl)c1Cl	3.2	14.5	0.0	0.1	0.2	-3.9	2.0	-1.7	-0.7
N#Cc1ccc(C(=O)NC2CCCCCCC2)cc1	-13.4	-4.4	-0.1	2.0	-1.5	-12.0	-1.1	-1.3	-2.7
COc1cccc(OC)c1C(=O)Nn1c(-c2cccc(C)c2)nc2ccccc2c1=O	2.7	8.1	-11.4	5.2	-0.6	-8.1	17.0	-0.7	0.8
O=C1CCC(=O)N1CNc1cccnc1	-2.7	-4.7	-2.5	-2.5	1.6	6.0	10.0	-6.3	-0.6
CCc1ccc(NC(=S)N(CCC(C)C)C2CCN(C(C)=O)CC2)cc1	1.1	-6.9	-4.6	-1.1	1.3	-5.5	-1.5	0.3	-0.3

In the list so far, these contain a Cl atom:
mol	IDE cell inh	SUMO HTRF inh	M18AAP inhibitor	IDE act	VIM-2 inhibitor	DNA FID counter	pCIP destab	NS3 helicase inh	IMP-1 inh
CN1CCN(C(=O)c2ccccc2NC(=O)COc2ccccc2Cl)CC1	1.7	2.5	3.7	2.8	-2.1	0.3	-3.6	0.4	-2.1
Cc1csc(NC(=O)Nc2ccc(Cl)cc2)n1	3.4	4.2	1.4	-0.8	-2.1	-1.3	-8.3	-10.3	-4.8
OCCNC(=S)Nc1cccc(Cl)c1Cl	3.2	14.5	0.0	0.1	0.2	-3.9	2.0	-1.7	-0.7

(cont.)
mol	IDE cell inh	SUMO HTRF inh	M18AAP inhibitor	IDE act	VIM-2 inhibitor	DNA FID counter	pCIP destab	NS3 helicase inh	IMP-1 inh
CC(N=C1CC(C)(C)CC(=O)/C1=C(/O)CCCN1C(=O)c2ccccc2C1=O)C(=O)O (stereo unspecified)	4.5	2.9	2.4	6.9	-1.4	-25.4	12.7	2.5	-2.8
CN1N=C(C(C)(C)C)CSC1=Nc1ccccc1	1.4	13.6	-17.0	1.2	-1.1	-0.4	-7.3	-0.5	-2.5
O=C(N/N=C/c1cccs1)c1cccc(S(=O)(=O)Nc2ccc(Cl)cc2)c1	2.0	28.2	-2.8	-3.2	-3.3	-2.4	-5.1	5.0	-1.1
Cc1c(OCC(=O)N2CCC(C(=O)O)CC2)ccc2c3c(c(=O)oc12)CCC3	0.7	-4.5	4.8	-6.2	9.9*	-30.3	-1.3	12.5	-3.0
COc1cc(/C=N/Nc2nc(Nc3ccccc3)nc(N3CCOCC3)n2)ccc1OC(=O)c1ccco1	1.4	-20.7	-4.3	-3.5	-4.0	-9.1	-8.9	1.6	-1.8
Cc1ccc(S(=O)(=O)c2nnn3c2nc(N2CCCCC2)c2ccccc23)cc1	8.4	-11.2	-6.0	0.7	1.6	-4.1	-6.9	1.5	-0.8
CC(=O)Nc1ccc(C(=O)N2CCCc3ccccc32)cc1	-4.2	-2.2	1.6	7.8	-3.8	-12.0	-1.8	-5.2	-4.6
Cc1ccc(C(=O)C(C)Oc2ccc3ccc(=O)oc3c2)cc1 (stereo unspecified)	8.8	0.3	-8.5	-3.8	-1.4	-23.7	-1.1	23.6	-3.0

Other results:
Structure | IDE cell inh | SUMO HTRF inh | M18AAP inhibitor | IDE act | VIM-2 inhibitor | DNA FID counter | pCIP destab | NS3 helicase inh | IMP-1 inh
O=C(COc1ccccc1)Nc1cc(Cl)ccc1Cl | -1.7 | -1.3 | -0.2 | 0.5 | 1.1 | -5.7 | -2.4 | -0.3 | 1.3
O=C1c2cccc3c([N+](=O)[O-])ccc(c23)C(=O)N1c1nccs1 | 22.9* | 35.8 | -2.8 | -6.0 | 1.5 | 3.4 | -103.9 | -4.3 | 0.9
CCOC(=O)c1c(N)sc2c(O)c(Br)ccc12 | 4.0 | -5.2 | 27.3 | -4.6 | 1.1 | 20.3 | 1.4 | 0.2 | -0.2
CCOC(=O)CNc1c(-c2ccc(F)cc2)nc2cnccn12 | 8.8 | ? | -1.1 | 3.4 | -3.9 | -7.7 | -10.4 | 2.1 | -2.3
O=C(CNc1cc(S(=O)(=O)N2CCCC2)ccc1OCC(F)(F)F)Nc1cccc(C(F)(F)F)c1 | 4.0 | -23.1 | 1.0 | 6.1 | -2.1 | -13.6 | 11.2 | -5.5 | -3.8
O=C(NNS(=O)(=O)c1ccccc1)C1CCN(S(=O)(=O)c2ccc(Cl)cc2)CC1 | -1.2 | -5.6 | -3.7 | 6.7 | -2.9 | -13.8 | -0.8 | -5.7 | -1.7
Cc1cc(Nc2nc3c(c(=O)n(C)c(=O)n3C)n2C)n(-c2ccc(Cl)cc2)n1 | -0.8 | 11.5 | 19.6 | 4.0 | 2.5 | -15.1 | -0.3 | -0.6 | -0.4
COc1ccc(CCN2CC(C(=O)N(C)Cc3ccc(C)o3)CCC2=O)cc1 (stereo unspecified) | 2.8 | 1.0 | -29.0 | 2.3 | -1.4 | -20.6 | -4.6 | 3.4 | -1.1
CNc1nc(-c2ccccc2)nnc1C(F)(F)F | -2.0 | -8.5 | 4.2 | 5.5 | -0.8 | -1.6 | 4.1 | -0.7 | -3.0
c1ccc(N2CCN(c3nc4ccccc4n4nnnc34)CC2)cc1 | 6.1 | 3.4 | 1.7 | -3.2 | -1.1 | 0.4 | -20.0 | -3.9 | -2.2
COC(=O)c1ccc(NC(=S)NCC2CC2)cc1 | 3.9 | 27.5 | 2.8 | 6.3 | -3.5 | 0.7 | -10.8 | -7.1 | -0.4
Cc1ccc(NC(=O)C2C3C=CC4(CN(Cc5cccnc5)C(=O)C24)O3)cc1 (stereo unspecified) | 7.7 | 15.8 | -2.5 | 18.4* | -2.1 | -0.3 | -6.6 | -0.8 | -3.2
O=C(c1ccco1)c1coc2c1cc(O)c1ccccc12 | -2.9 | 23.3 | 12.6 | 1.9 | 2.1 | -1.9 | -2.8 | 13.7 | 3.0
CC1(C)C2CCC1(C)C(Nc1ccccc1)C2 (stereo unspecified) | 3.6 | 10.9 | 1.8 | 6.5 | 0.5 | -3.2 | 6.8 | 12.7 | -0.8
CC(=O)Nc1cccc(NC(=O)Nc2ccc(F)cc2F)c1 | 0.6 | 26.7 | -12.6 | 3.5 | -0.3 | 3.6 | 10.4 | 2.0 | -1.8
CCNC(=O)CC1C(=O)N(c2ccc(OC)cc2)C(=O)N1Cc1ccc(OC)cc1 (stereo unspecified) | 1.6 | 26.3 | -8.3 | -1.3 | -3.0 | -3.0 | -7.4 | 1.9 | -2.4
O=C1CCC(C(=O)N2CCSCC2)CN1CCc1ccccc1 (stereo unspecified) | 2.2 | -2.2 | -1.4 | 6.8 | 0.3 | -6.4 | 12.6 | 8.8 | 0.7
Cc1nnc(NC(=O)CSc2nnc(CCc3nc4ccccc4[nH]3)n2C)s1 | -1.5 | 6.0 | 0.5 | 0.4 | -0.8 | -10.5 | 8.0 | -2.6 | -4.5
COc1cccc(/C=N/NC(=O)CNC(=O)c2ccc(S(=O)(=O)N3CCCC3)cc2)c1OC | -7.6 | 6.2 | -0.5 | 2.0 | -3.4 | -30.9 | -25.4 | -11.4 | -2.5
CCOc1ccc(C(=O)NCC2CCCO2)cc1 (stereo unspecified) | 4.5 | 3.7 | 4.2 | 0.7 | -3.2 | -5.8 | -10.3 | 4.3 | -3.5
Cc1cccc(N(CC(=O)NCc2ccc(F)cc2)C(=O)c2csnn2)c1C | -9.5 | 14.7 | 2.3 | 1.9 | -3.1 | -14.8 | -1.1 | -2.4 | -3.3
O=C(CSc1nc(O)c(C2CCCCC2)c(=O)[nH]1)NCC1CCCO1 (stereo unspecified) | -2.5 | nt | 6.2 | 3.8 | -1.8 | -1.5 | nt | -0.8 | -1.2
CC(=O)Oc1ccc(/C=C2\N=C(C3CCCCC3)OC2=O)cc1 | 2.0 | -2.6 | -2.0 | -2.4 | -1.9 | -10.8 | 2.7 | -5.3 | -1.6
COc1cccc2sc(Nc3nc4ccc(NC(C)=O)cc4s3)nc12 | 23.6* | -43.0 | 1.3 | -16.2 | -2.5 | -14.8 | -9.0 | 4.7 | -2.8
C/C=C/c1ccc(OCC(O)CN2CCCCCCC2)c(OC)c1 (stereo unspecified) | 8.6 | 9.3 | 7.0 | 10.1 | 0.5 | 8.2 | 9.5 | -33.0 | -1.3
CCCOc1ccc(Br)cc1CSC(=N)N | 0.6 | 9.4 | -6.2 | 4.6 | -1.3 | 12.9 | -8.6 | -43.6 | -2.9
CCOC(=O)Cc1csc(NC(=S)NC(=O)c2cc(OC)c(OC)c(OC)c2)n1 | 4.0 | 0.1 | 3.0 | 7.4 | -2.0 | -28.7 | 6.6 | -17.8 | -2.5
O=C(Oc1cccc(Cl)c1)N1CCOCC1 | 0.6 | 6.6 | 2.0 | 5.0 | -0.6 | 0.1 | -6.7 | 1.1 | -5.8
CCN1CCc2nc3ccccc3c(C(=O)Nc3ccc(C#N)cc3)c2C1 | 4.3 | -6.9 | -5.4 | -3.1 | -0.4 | -1.8 | 15.7 | 4.7 | -2.0

Screening results (PubChem BioAssay)
